Compound activity as filed in PubChem.
RGS4 inh – blocks human RGS4-accelerated GTP hydrolysis; P49798; Transcreener GDP fluorescence polarization, RGS4-accelerated GTP hydrolysis; Potency, µM (highest dose often 114 µM), for the others: top-dose activity change, negative = inhibition, most hits filed as inhibitors; hit rate 0.039% among 390,000; AID 504845; note: potency is the fitted concentration of half-maximal effect; % is set by controls: 0 for no effect and ±100 for the full control effect; nearly all actives have a fitted effect of over 75% in size; some results filed as inactive show a strong effect at the top dose
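MLSMR compounds (23 nl, pin-transferred) preincubated 10 min at room temperature with a 500nM (2x) first reagent, then RGS4 at 900nM (2x) plus Transcreener GDP mix added; fluorescence polarization (620/688 nm) read before and after 90 min at 30 °C.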
12-LOX inh – inhibitors of human 12S-lipoxygenase ALOX12; P18054; purified 12hLO, xylenol orange hydroperoxide absorbance; Potency, µM (doses to about 108 µM), without a hit: at the highest dose activity change, negative = inhibition, actives largely listed as inhibitors; hit rate 1.1% among 580,000; AID 1671190; note: potency is the fitted concentration of half-maximal effect; % is set by controls: 0 for no effect and ±100 for the full control effect
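Purified human 12hLO (150 nM final) in 25 mM Hepes, 0.01% Triton X-100, pH 7.0 was preincubated 15 min at room temperature with compound. Then 40 uM arachidonic acid was added, 30 min. Hydroperoxide was read by Fe-XO absorbance ratio 573/405 nm.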
Apoferritin bind – binds horse apoferritin like a general anesthetic. apoferritin/1-aminoanthracene competitive binding, fluorescence. P02791. Potency, µM (highest dose often 77.5 µM), for the others: at the top dose activity change, negative = displacement, hits mostly inhibitors. hit rate 0.074% among 350,000; note: potency is the fitted concentration of half-maximal effect; % is set by controls: 0 for no effect and ±100 for the full control effect; nearly all actives have a fitted effect of over 20% in size
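10 uM apoferritin + 50% sat. 1-AMA, PBS; cpd 10 min RT; Ex380/Em535 endpoint; normalized to free probe vs complex; 4-param Hill fit; propofol titration as pos. ctrl.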
LDHA block – LDHA (human) enzyme inhibition; P00338; purified LDHA, NADH/diaphorase-resazurin fluorescence; stronger effect = lower value; activity change, % (values are at about 110 or 230 µM); hit rate 0.15% among 480,000; in the data active = activity change below about -30%; inconclusive = mostly about -25% to -30%;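 note: plate controls were DMSO wells for no effect and wells without enzyme for full effect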
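Enzyme activity of human lactate dehydrogenase 5 (2 nM; 0.06 mM NADH, 0.2 mM pyruvate, 5 min, RT) is measured via a resazurin/diaphorase fluorescence readout of residual NADH.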
ERG Ets-DNA blk – inhibitors of human ERG Ets domain-DNA interaction; hit rate 0.028% among 370,000; fluorescence polarization, His-ERG Ets domain / labelled DNA; Potency, µM (highest dose often 76.9 µM), for inactives: at the highest dose FP activity, negative = inhibition, hits mostly inhibitors; P11308; active = well fitted inhibition curve with a large enough effect in the polarisation, with a control signal flat; inconclusive = small, poorly fitted or top-dose-only effect, or effect the other way, or a change in a side signal; inactive = no such curve, though single readings can be large or run the other way; the % refers to the polarisation;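 note: polarization taken with two DNA probes labelled with fluorescein and Texas red; potency is the fitted concentration of half-maximal effect; % of control where 0% means no effect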
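His-tagged ERG Ets domain (1 uM in the protein solution; 300mM KCl, 50mM Tris-HCl, 1mM EDTA, 1mM DTT, pH 7.5) received compound, then a probe mix of 5 nM fluorescein-DNA and 100nM Texas-615-DNA. Fluorescence polarization was read for both dyes.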
POLH inh – DNA polymerase eta (human) inhibition; Q9Y253; Potency, µM (top dose mostly 114 µM), inactives show top-dose activity change, negative = inhibition, actives largely listed as inhibitors; recombinant Pol eta, fluorescent DNA replication assay; AID 588591; hit rate 1.2% among 390,000; note: potency is the fitted concentration of half-maximal effect; % is set by controls: 0 for no effect and ±100 for the full control effect
Target sequence (Q9Y253 whole entry, looked up): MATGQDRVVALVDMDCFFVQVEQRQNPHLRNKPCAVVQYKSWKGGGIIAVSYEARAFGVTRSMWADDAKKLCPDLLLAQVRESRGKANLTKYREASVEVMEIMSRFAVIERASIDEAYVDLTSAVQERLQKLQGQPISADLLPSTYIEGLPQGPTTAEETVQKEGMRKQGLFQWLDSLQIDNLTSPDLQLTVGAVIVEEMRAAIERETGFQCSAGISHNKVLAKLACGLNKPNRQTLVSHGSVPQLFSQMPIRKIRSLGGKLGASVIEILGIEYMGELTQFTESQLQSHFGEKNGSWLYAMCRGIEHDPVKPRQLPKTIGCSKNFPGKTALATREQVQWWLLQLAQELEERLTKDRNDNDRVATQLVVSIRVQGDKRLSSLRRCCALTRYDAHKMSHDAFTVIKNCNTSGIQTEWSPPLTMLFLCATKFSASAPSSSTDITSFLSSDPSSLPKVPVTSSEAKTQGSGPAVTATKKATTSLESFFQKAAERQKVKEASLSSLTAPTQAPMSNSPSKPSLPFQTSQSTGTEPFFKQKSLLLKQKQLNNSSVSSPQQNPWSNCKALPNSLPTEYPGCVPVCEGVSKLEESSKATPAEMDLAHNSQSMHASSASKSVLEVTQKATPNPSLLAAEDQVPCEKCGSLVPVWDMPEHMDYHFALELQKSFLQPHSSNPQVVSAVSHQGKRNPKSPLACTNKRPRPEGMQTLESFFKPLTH
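Fluorescent replication assay: 50 nM final substrate added after a 15 min room-temperature compound preincubation with 10 nM enzyme. Signal taken at 0 min and again at 10 min.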
POLB inh – blocks human DNA polymerase beta activity; hit rate 1.3% among 340,000; Potency, µM (highest dose often 114 µM), inactives show at the top dose activity change, negative = inhibition, usual class: inhibitors; Pol beta primer extension/strand displacement, fluorescence kinetic; P06746; AID 485314; note: potency is the fitted concentration of half-maximal effect; % is set by controls: 0 for no effect and ±100 for the full control effect
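Kinetic readout of DNA synthesis with strand displacement by Pol beta. Compound and 10 nM enzyme sit 15 min at room temperature; 50 nM substrate starts the reaction, read immediately and at 10 min.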
POLK inh – inhibitors of human DNA polymerase kappa; purified Pol kappa, fluorescent DNA synthesis assay, 10 min; hit rate 0.53% among 400,000; Potency, µM (doses to about 107 µM), for the others: at the top dose activity, negative = inhibition, hits mostly inhibitors; note: potency is the fitted concentration of half-maximal effect; % is set by controls: 0 for no effect and ±100 for the full control effect
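Inhibition of 10 nM Pol kappa is measured by a fluorescent read-out at 0 and 10 min following addition of 50 nM substrate (final), with a 15-min room-temperature compound preincubation.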
APE1 inh – inhibitors of human APE1 endonuclease | recombinant APE1, TAMRA/BHQ-2 abasic DNA cleavage fluorescence | hit rate 0.35% among 350,000 | Potency, µM (doses to about 65.8 µM), for the others: top-dose activity change, negative = inhibition, actives largely listed as inhibitors;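 note: potency is the fitted concentration of half-maximal effect; plate controls were vehicle for no effect and reference inhibitor for full effect; nearly all actives have a fitted effect of over 55% in size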
Target sequence (P27695 whole entry, looked up): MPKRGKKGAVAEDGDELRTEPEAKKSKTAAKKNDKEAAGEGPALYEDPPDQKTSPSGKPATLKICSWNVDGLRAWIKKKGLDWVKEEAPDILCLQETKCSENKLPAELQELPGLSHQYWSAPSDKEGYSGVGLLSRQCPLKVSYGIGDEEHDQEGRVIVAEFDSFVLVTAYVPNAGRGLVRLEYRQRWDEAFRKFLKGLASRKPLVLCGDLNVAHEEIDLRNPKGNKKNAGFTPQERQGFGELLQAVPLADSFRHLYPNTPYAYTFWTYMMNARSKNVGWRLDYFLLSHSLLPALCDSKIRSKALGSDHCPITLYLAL
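Activity was derived from the fluorescence gain between first and third kinetic reads (60 s intervals, ex 525/em 598 nm) after 50 nM THF-abasic TAMRA/BHQ-2 duplex was added to 0.75 nM APE1 preincubated 15 min with compound.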
The depositor's hits bear a star; ? = inconclusive; . = no result given; & = joins results of further samples; [ ] = another dose, or the depositor's remark. Unless noted, calls come from the whole dose curve; as a rule, active = well fitted curve in the direction sought with a large enough effect; inconclusive = small, poorly fitted or top-dose-only effect, or another doubt; inactive = no such curve, though single readings can be large; an effect the other way counts as inactive or inconclusive. The list is partial; the hit share may differ from the screen's.

The opening 8 entries as a preview:
SMILES | RGS4 inh | 12-LOX inh | Apoferritin bind | LDHA block | ERG Ets-DNA blk | POLH inh | POLB inh | POLK inh | APE1 inh
Cn1nnnc1SCc1ccccc1F | 40% | -18% | -4% | -1 | 0% | 7% | -6% | -14% | -2%
CN(CC(=O)Nc1ccccc1F)Cc1cccs1 | 30% | 2% | -20% | -9 | -1% | -5% | 81% | -7% | 16%
Cn1nc(C(=O)Nc2cccc(S(=O)(=O)N3CCCC3)c2)c2ccccc2c1=O | 9% | 10% | . | -4 | 14% | -6% | . | -11% | 9%
CNC(=O)c1cn2c3c(ccc(Cl)c3c1=O)OC(C)C2 (centres undefined) | -2% | 17% | . | 1 | -2% | ? | . | 8% | .
Cc1cc(C)cc(NC(=O)c2cc(S(=O)(=O)N3CCCC3)ccc2F)c1 | 25% | 2% | 3% | -10 | -5% | -24% | 14% | -3%[60.1 µM] | .
COc1ccc(C2CC(=O)Nc3c2c(C)nn3-c2nncc(-c3ccc(C)cc3)n2)c(OC)c1OC (centres undefined) | 13% | -17% | 46%[activator] | -10 | 5% | . | -2% | -16% | .
COc1ccccc1N1CCN(C(=O)COc2cc(C)cc3oc(=O)cc(C)c23)CC1 | -12%[56.9 µM] | 10% | -7% | -1 | -1% | 1% | 3% | -18% | 20%
COc1ccc(/C=C/C(=O)OCC(=O)NCCC2=CCCCC2)cc1S(=O)(=O)N1CCOCC1 | 17% | -5% | ? | 1 | 2% | -11% | 10% | -7% | -3%

This part in full, from the first entry:
SMILES | RGS4 inh | 12-LOX inh | Apoferritin bind | LDHA block | ERG Ets-DNA blk | POLH inh | POLB inh | POLK inh | APE1 inh
Cn1nnnc1SCc1ccccc1F | 40% | -18% | -4% | -1 | 0% | 7% | -6% | -14% | -2%
CN(CC(=O)Nc1ccccc1F)Cc1cccs1 | 30% | 2% | -20% | -9 | -1% | -5% | 81% | -7% | 16%
Cn1nc(C(=O)Nc2cccc(S(=O)(=O)N3CCCC3)c2)c2ccccc2c1=O | 9% | 10% | . | -4 | 14% | -6% | . | -11% | 9%
CNC(=O)c1cn2c3c(ccc(Cl)c3c1=O)OC(C)C2 (centres undefined) | -2% | 17% | . | 1 | -2% | ? | . | 8% | .
Cc1cc(C)cc(NC(=O)c2cc(S(=O)(=O)N3CCCC3)ccc2F)c1 | 25% | 2% | 3% | -10 | -5% | -24% | 14% | -3%[60.1 µM] | .
COc1ccc(C2CC(=O)Nc3c2c(C)nn3-c2nncc(-c3ccc(C)cc3)n2)c(OC)c1OC (centres undefined) | 13% | -17% | 46%[activator] | -10 | 5% | . | -2% | -16% | .
COc1ccccc1N1CCN(C(=O)COc2cc(C)cc3oc(=O)cc(C)c23)CC1 | -12%[56.9 µM] | 10% | -7% | -1 | -1% | 1% | 3% | -18% | 20%
COc1ccc(/C=C/C(=O)OCC(=O)NCCC2=CCCCC2)cc1S(=O)(=O)N1CCOCC1 | 17% | -5% | ? | 1 | 2% | -11% | 10% | -7% | -3%
COc1ccc(Cl)cc1NC(=S)N(Cc1ccc(C(=O)O)cc1)Cc1ccc(OC)c(OC)c1 | ? | -28% | 0% | -21 | 4% | -11% | 1% | -14% | 5%
O=C(CCc1nc2cccnc2n1Cc1cccs1)Nc1cccc(Cl)c1 | 4% | -9% | -8% | 0 | -4% | 0% | -2% | -21% | .
CC(C)C(=O)NNC(=O)CN1CCN(c2nc(-c3ccccc3)cs2)CC1 | 13% | 5% | -5% | -1 | -1% | -22% | 10% | -1% | -1%
Cc1ccccc1-n1c(SCC(=O)Nc2c(C)cccc2C)nc(O)cc1=O | -15% | 26% | -5% | -1 | 10% | -18% | 0% | 7% | 69%[activator]
COc1ccc(/C=N/n2cnn(Cc3ccccc3Cl)c2=S)cc1OC | -26% | -19% | 4% | 3 | 6% | -8% | 5% | -18% | -6%
O=C(Nc1ccccc1)C(Cc1ccccc1)NC(=O)C12CC3CC(CC(C3)C1)C2 (centres undefined) | -36% | -8% | -5% | -6 | -2% | -11% | 19% | 0% | -3%
N#C/C(C(=O)N1CCOCC1)=C1/SC(Cc2ccc(F)cc2)C(=O)N1c1ccccc1 (centres undefined) | -22% | -5% | -12% | 2 | 1% | -15% | 1% | 1% | -10%
Cc1csc(SC(C)C(=O)NCC(=O)Nc2ccc(F)c(F)c2F)n1 (centres undefined) | -7% | 5% | -6% | -3 | 0% | -10% | 0% | 2% | 4%
CCN(c1ccccc1)S(=O)(=O)c1ccc(OCc2c(C)noc2C)cc1 | -21% | 0% | 41%[activator] | -2 | 10% | -2% | 30% | -10% | -7%
Cc1ccc(OCC(O)CNC(C)c2ccccc2)cc1C (centres undefined) | -19% | -15% | -17% | -9 | -1% | 0% | 3% | -12% | -13%
Cc1cccc(NC(=O)NNC(=O)CCc2ccccc2)c1 | 11% | 5% | -13% | -6 | 9% | -4% | 4% | -14% | 8%
COc1ccccc1/C=C/CN1CCCC(CO)(Cc2cccc(Cl)c2)C1 (centres undefined) | -7% | 40µM* | -18% | -3 | -2% | -24% | 24% | -9% | 14%
CC(C(=O)Nc1cccc(C#N)c1)n1nc(-c2ccccc2)c2c(c1=O)CCCC2 (centres undefined) | -4% | -14% | -4% | 0 | 2% | -15% | -8% | -8% | .
Cc1ccc2sc(N(CCN(C)C)C(=O)c3ccc(S(=O)(=O)N4CC(C)OC(C)C4)cc3)nc2c1C (centres undefined) | 0% | 43%[activator] | -16% | -3 | -2% | -24% | 1% | -2% | 6%
Cc1ccc(-c2c(C)n([O-])c3c([n+]2=O)CCCCC3)o1 | -12% | ? | -9% | -3 | 13% | -4% | 22% | 2% | 1%
COc1ccc(C(=O)NCC(=O)OCC(=O)c2cc(OC)c(OC)c(OC)c2)cc1OC | 4% | -25%&-14% | 6% | 5&-2 | -4% | -19% | 22% | 8%[60.1 µM] | 6%
CCC(C)NC(=O)C1CCN(S(=O)(=O)N2CCCC2)CC1 (centres undefined) | 8% | 24% | -5% | -8 | -5% | 0% | 5% | -2% | -1%
Cc1ccc(S(=O)(=O)N2CCOCC2)cc1NC(=O)CN1CCN(c2ccc(O)cc2)CC1 | -39% | ? | -1% | 21 | -8% | -9% | -1% | -3% | -11%
CC(=O)NC(=S)Nc1cc(C(=O)O)ccc1Cl | 24% | ? | -2% | -10 | -12% | -10% | -14% | -15% | 3%
COc1ccccc1C(C)NCC(=O)Nc1c(F)cccc1F (centres undefined) | 6% | 196%[activator] | -7% | 1 | 7% | -20% | -1% | -6% | -8%
Cc1cc(C)n(CC(O)COc2ccc(C(C)C)c(C)c2)n1 (centres undefined) | -20% | -1% | ? | 2 | 6% | -21% | 0% | -3% | 36%
CCOC(=O)c1c(CC(C)C)csc1NC=O | 0% | ? | ? | 4 | -5% | -11% | -6% | -8% | -8%
Cc1nnc2ccc(N3CCCCC3)nn12 | -14% | 0% | 7% | 5 | -3% | -9% | 14% | -3% | -16%
COc1ccc(NC(=O)CN(C)C(=O)/C=C/c2cn(-c3ccccc3)nc2-c2ccc(F)cc2)cc1 | -25% | -13% | . | -2 | -13% | -16% | . | 3% | 42%[activator]
Cc1cccc(C(=O)Nc2ccc(C(=O)OCc3cc(=O)n4c(C)csc4n3)cc2)c1 | -36% | ? | 6% | 5&-6 | -6% | -21% | 13µM* | -5%[60.1 µM] | .
O=Cc1ccccc1-n1cncn1 | 9% | 12% | -3% | -5 | 13% | -18% | 5% | -11% | 0%
O=C(COc1ncnc2ccc(Br)cc12)NC1CCCC1 | 7% | 17% | . | 1 | 3% | 5% | . | -14% | 52%[activator]
COc1ccc(OC)c(CCNC(=O)CCc2cn(Cc3cc(C)ccc3C)c3ccccc23)c1 | -9% | -20% | 86%[activator] | -10 | 2% | -11% | ? | -12% | .
COc1ccc(CSCCN)cc1Cl | 3% | 3% | -12% | -18 | -6% | -13% | -1% | -6% | 2%
COc1ccc(/C(N)=N/OC(=O)CCC2CCCC2)cc1OC | 7% | 5% | -14% | 0 | -7% | -23% | -3% | 0% | 40%
COc1cccc(CN(C)C(=O)c2ccc(NC(=O)CC3SC(N4CCCCC4)=NC3=O)cc2)c1OC (centres undefined) | 21% | 334%[activator] | . | -1 | 1% | -13% | . | -7% | .
N#CCSCC(=O)Nc1ccccc1 | 1% | 21% | 4% | -6 | -6% | -14% | 3% | -3% | -1%
COc1ccc(N2CCN(Cc3nc4cc(Cl)ccc4c(=O)[nH]3)CC2)cc1 | -29% | -11% | -5% | 1 | 12% | -21% | 1% | 6% | 3%
COc1ccc(Nc2cc(C(=O)NCCCN3CCN(c4ccc(OC)cc4)CC3)c3ccccc3n2)cc1 | -7% | ? | 47%[activator] | 6 | 8% | -19% | -14% | -1%[60.1 µM] | .
CCn1cc(C(=O)NCc2ccccc2)c(=O)c2cc(S(=O)(=O)N3CCOCC3)ccc21 | -4% | 0% | -8% | 0 | -3% | -16% | 4% | -15% | .
CCN1CCN(C(=O)C2(NC(=O)Nc3ccccc3Cl)CCCCC2)CC1 | -10% | 0% | 4% | -3 | -6% | -9% | -13% | 13% | -1%
